aSyn 5UTR inh: 5' untranslated region of α-synuclein, MLPCN primary screen. 300,000 tested, 0.82% active. alpha-synuclein 5'UTR reporter, inhibitor activity. AID 1813. inhibition, % (tested at 7.5 µM); in the data active = inhibition above about 60%; inconclusive = no clear call, values can overlap the other calls;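 also: H4 neuroglioblastoma cells stably carrying SNCA 5'UTR luciferase fusion; 0% = DMSO wells and 100% = positive control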
SKKanGAS inh: blocks kanamycin growth of S. pyogenes SKKanGAS strain | 300,000 tested, 1.3% active | inhibition, % at 7.5 µM | BacTiter-Glo, 6 h;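 active = mean replicate score, as percent of positive control median, at least 50; inconclusive = mean below 50 but one replicate at or above 50; inactive = mean and every replicate below 50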;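 also: strain carries kanamycin resistance gene driven by streptokinase promoter and grows in 40 µg/ml kanamycin; loss of luminescence reflects streptokinase promoter inhibition or plain growth inhibition; 0% = median of DMSO wells and 100% = positive control at its reference dose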
TRPC4 potent: TRPC4 (mouse) allosteric potentiation | B-score at 10 µM | Q9QUQ5 | 310,000 tested, 0.42% active | HEK293 TRPC4beta/mu-opioid, DAMGO EC20, Fluo-4 Ca2+ flux; active compounds read high;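 active = B-score of calcium response area above 5 SD of library B-scores, with initial fluorescence ratio within 5 SD of library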;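 also: B-score of integrated fluorescence ratio over time as area under calcium response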
Target sequence (Q9QUQ5 whole entry, looked up): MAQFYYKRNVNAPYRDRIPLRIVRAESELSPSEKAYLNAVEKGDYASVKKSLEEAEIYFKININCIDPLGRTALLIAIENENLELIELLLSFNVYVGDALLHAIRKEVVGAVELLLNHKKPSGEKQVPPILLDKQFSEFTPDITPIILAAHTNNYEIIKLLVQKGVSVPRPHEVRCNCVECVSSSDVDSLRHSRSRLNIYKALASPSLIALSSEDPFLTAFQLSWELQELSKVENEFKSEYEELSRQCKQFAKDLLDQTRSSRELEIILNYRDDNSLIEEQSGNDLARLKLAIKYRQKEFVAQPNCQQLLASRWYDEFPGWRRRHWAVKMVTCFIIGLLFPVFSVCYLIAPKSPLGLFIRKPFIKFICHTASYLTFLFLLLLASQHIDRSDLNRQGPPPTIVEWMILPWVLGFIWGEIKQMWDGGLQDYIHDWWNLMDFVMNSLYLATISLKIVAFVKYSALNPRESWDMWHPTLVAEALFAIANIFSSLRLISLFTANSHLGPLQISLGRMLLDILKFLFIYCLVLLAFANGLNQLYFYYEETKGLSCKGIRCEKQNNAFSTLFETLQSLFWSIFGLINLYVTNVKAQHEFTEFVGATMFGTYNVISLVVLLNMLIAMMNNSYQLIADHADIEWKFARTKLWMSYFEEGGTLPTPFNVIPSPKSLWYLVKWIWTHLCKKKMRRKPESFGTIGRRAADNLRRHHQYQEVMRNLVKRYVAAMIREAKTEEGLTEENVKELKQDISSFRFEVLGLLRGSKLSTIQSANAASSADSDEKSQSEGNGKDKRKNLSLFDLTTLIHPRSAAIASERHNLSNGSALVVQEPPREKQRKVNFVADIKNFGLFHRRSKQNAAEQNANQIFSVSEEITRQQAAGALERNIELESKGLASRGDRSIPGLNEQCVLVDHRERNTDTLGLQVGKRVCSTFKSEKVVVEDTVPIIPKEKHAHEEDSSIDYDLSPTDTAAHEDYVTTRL
TRPC4 block: TRPC4 (mouse) channel inhibition; Q9QUQ5; HEK293 TRPC4beta/mu-opioid, DAMGO-evoked Fluo4 calcium flux; active compounds read low; B-score at 10 µM; 300,000 tested, 0.39% active;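 active = B-score over 3 SD under the library average, no early fluorescence shift, positive overall ratio signal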
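System: stable TRPC4beta/mu-opioid receptor HEK293 cells; Dosing: single-point compound dosing; Measured by: Fluo4 Ca2+ flux fluorescence; Read-out basis: per-well B score of integrated baseline-normalized Fluo4 ratio.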
IEC-6 tox: IEC-6 cytotoxicity, counter-screen for KLF5 inhibitors | luminescence viability | inhibition, % at 5 µM | 290,000 tested, 0.78% active | AID 1825; in the data active = inhibition above about 22%;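 also: 0% = plate median of test compound wells and 100% = cytotoxic reference compound wells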
MrgX1 antagonist: blocks BAM8-22 activation of human MrgX1 receptor. Q96LB2. AID 588676. MRGX1-HEK293 calcium flux, Fluo-4, BAM8-22 antagonism; active compounds read low. B-score at 10 µM. 310,000 tested, 1.3% active;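 active = calcium-response B-score plate-corrected more than 3 library SD below zero, starting fluorescence within 5 deviations, no agonist response on first addition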;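 also: peak minus trough fluorescence over baseline after final BAM8-22 challenge near maximal dose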
TRPC6 activator: activators of mouse TRPC6 channel; Q61143; HEK293-TRPC6 membrane potential dye fluorescence; active compounds read high; B-score at 10 µM; 310,000 tested, 0.13% active;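 active = B-score of the integrated fluorescence ratio above library mean plus 3 SD, and starting fluorescence ratio within library mean plus 5 SD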;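 also: higher score means more depolarization so channel activation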
HIF act: HIF pathway transcriptional activation | U2OS HRE-luciferase reporter, luminescence; normalized: DMSO 0%, desferrioxamine 100% | 300,000 tested, 0.32% active | activation, % at 7.5 µM (by protocol);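 active = mean activation of at least 10% of the iron chelator positive control signal, with at least half of replicates also reaching 10%; inconclusive = mean and replicate majority disagree about reaching 10%; inactive = mean and most replicates under 10%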
TRPC6 inh: blocks the mouse TRPC6 cation channel | Q61143 | HEK293-TRPC6, membrane potential dye, ACh-evoked depolarization; active compounds read low | B-score at 10 µM | 310,000 tested, 1.1% active | AID 2553;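 active = B-score under library mean minus 3 SD, initial fluorescence not abnormally high, positive integrated signal ratio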;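 also: B-score derived from integrated fluorescence ratio over the kinetic read; more negative B-score means stronger inhibition of depolarization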
TRPC4 agonist: opens the mouse TRPC4 cation channel. 310,000 tested, 0.49% active. B-score at 10 µM. Q9QUQ5. HEK293 TRPC4beta/mu-opioid, Fluo4 calcium fluorescence; active compounds read high;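 active = B-score above 5 SD of library B-scores, and initial fluorescence ratio not above library mean plus 5 SD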;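 also: positive B-score marks a calcium rise read as TRPC4 activation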
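system = HEK293 cells stably co-expressing mouse TRPC4beta and mu-opioid receptor | schedule = Fluo4 dye loading 45 min at room temperature, 110 s recording | measure = B-scored integrated calcium fluorescence ratio | signal = Fluo4 calcium-sensitive dye fluorescence, kinetic, 1 Hz baseline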
KLF5 inhibitor: kruppel-like factor 5 inhibition. DLD-1 KLF5 promoter-luciferase reporter, luminescence. inhibition, % at 5 µM. 290,000 tested, 0.23% active;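 active = inhibition above a per-plate limit of that plate's mean compound inhibition plus 3 SD, cut at about 60% in these data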;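 also: 0% = DMSO wells and 100% = LY294002 at 200 µM; higher means less KLF5 promoter-driven luciferase light; inactives centre near -14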
Numbers without * were called inactive; i = inactive; u = inconclusive; x = no result given.

SMILES	aSyn 5UTR inh	SKKanGAS inh	TRPC4 potent	TRPC4 block	IEC-6 tox	MrgX1 antagonist	TRPC6 activator	HIF act	TRPC6 inh	TRPC4 agonist	KLF5 inhibitor
O=C(CC1C(=O)NCCN1C(=O)Nc1ccc(F)cc1)Nc1ccc(F)cc1 (stereo unspecified)	12	-3	i	i	1	i	i	-0.3	i	i	-8
Cc1cccc(C(=O)NC(NCCc2ccccc2)C(Cl)(Cl)Cl)c1 (stereo unspecified)	9	21	i	i	5	i	i	-0.9	i	i	-6
O=C1OCC/C1=C\c1ccc(O)cc1	7	-3	i	i	-1	i	i	0.2	i	i	-10
Cc1cc(NC(=O)CCC(=O)N(CC(=O)NCC2CCCO2)c2ccccc2C)no1 (stereo unspecified)	7	4	i	i	-2	i	i	-0.3	i	i	5
O=C(O)c1cc(S(=O)(=O)N2CCCc3ccccc32)ccc1Cl	18	-4	i	i	-5	i	i	-8.0	i	i	0
O=C(Nc1cccc(C(=O)N2CCOCC2)c1)c1ncn[nH]1	-9	5	i	i	-12	i	i	-0.6	i	i	-5
CC(=O)Nc1cccc(OCCCOc2ccc([N+](=O)[O-])cc2)c1	-21	-26	i	i	-2	i	i	-1.8	i	i	-25
Cc1ccc2nc(N(CCCN(C)C)C(=O)c3ccc(S(=O)(=O)N4CCCCCC4)cc3)sc2c1	5	u	14*	i	-3	i	i	-1.5	i	43*	-21
Cc1cc(C)c(NC(=O)COc2nncc3ccccc23)c(C)c1	15	-13	i	i	-1	i	i	0.1	i	i	3
COc1ccc(/C=N\NC(=O)C2CCCC2)cc1Br	-95	2	i	i	1	i	i	0.8	i	i	-33
COc1cc2[nH]c(=O)n(Cc3ccccc3Cl)c(=O)c2cc1OC	6	-3	i	i	-3	i	i	0.2	i	i	-28
NC(=O)COC(=O)CC1CC2CCC1C2 (stereo unspecified)	9	0	i	i	-2	i	i	0.3	i	i	-5
Cc1nn(S(=O)(=O)c2ccc(Cl)cc2)c(C)c1S(=O)(=O)N1CCOCC1	-21	-3	i	i	0	i	i	0.6	i	i	-3
COc1ccc(/C=C2\SC(=O)NC2=S)cc1OC	-28	12	i	i	1	i	i	x	i	i	-22
O=c1[nH]cnc2c1sc1nc(-c3ccccc3)c3c(c12)CCCC3	-12	7	i	i	1	i	i	-0.3	i	i	-12
Cc1ccc(C(=O)N[C@@H](C)CN2C3=NC[C@H](C)N3C[C@H]2Cc2ccc(O)cc2)cc1Br	1	-3	i	i	x	x	i	-1.0	i	i	x
Cn1ncc(C#N)c1/N=C/N1CCCCCC1	13	2	i	i	-3	i	i	0.9	i	i	5
CCN(c1ccccc1)S(=O)(=O)c1ccc2c(c1)CC(C)N2C(=O)C1CC1 (stereo unspecified)	0	6	i	i	6	i	i	0.0	i	i	-17
Cc1cc2nc(/C=C/c3cccnc3)[nH]c2cc1C	92*	-4	i	i	88*	i	i	2.3	i	i	6
CN(C)S(=O)(=O)c1cc(NC(=O)c2ccc(-n3ccnc3)c([N+](=O)[O-])c2)ccc1Cl	8	7	i	i	0	i	i	-0.4	i	i	-24
CN(C(=O)COc1ncnc2c1cnn2-c1ccccc1)C1CCCCC1	-24	-3	i	i	-4	i	i	0.3	i	i	-9
S=c1[nH]nc(-c2ccc(Br)cc2)n1Cc1ccco1	15	-5	i	i	0	i	i	-0.4	i	i	1
Cc1ccc(CS(=O)(=O)CC(C)(O)c2ccccc2)cc1 (stereo unspecified)	12	1	i	i	7	i	i	0.3	i	i	-3
Cc1ccc2nc(N3CC(C)OC(C)C3)nc(-c3ccccc3)c2c1 (stereo unspecified)	-21	-13	i	i	3	i	i	0.6	i	i	-38
CC(C)CNC(=O)COc1ncnc2ccccc12	4	0	i	i	-5	i	i	0.4	i	i	-12
COc1ccc(C(=O)NNC(=S)NC(=O)c2ccco2)cc1	25	81*	i	i	11	i	i	0.7	i	50*	-11
Cc1cc(SCC(=O)N(C)c2c(N)n(Cc3ccccc3)c(=O)[nH]c2=O)nc2ccccc12	-54	-1	i	i	4	i	i	-0.3	i	i	-13
Cc1ccsc1/C=N/NC(=S)NCCc1ccccc1	-108	-15	i	i	-2	i	i	1.5	i	i	-15
O=[N+]([O-])c1cc(-c2nc(-c3ccncc3)no2)cc([N+](=O)[O-])c1	-118	-1	i	i	-1	i	i	-0.6	i	i	-13
CC1CC(=O)c2cnc(Nc3cccc(C(F)(F)F)c3)nc2C1 (stereo unspecified)	x	x	i	i	-2	i	i	x	i	i	12
O=C(Cc1ccc(S(=O)(=O)N2CCCCC2)s1)Nc1ccc(F)c(F)c1	17	0	i	i	4	i	i	0.1	i	i	-2
COc1ccc(/C=N/Nc2ncnc3sc4c(c23)CCCC4)cc1O	-197	-2	i	i	9	i	i	2.0	i	i	-29
CC/C(=C1/C(=O)CC(C)(C)C(C(=O)OC)C1=O)N1CCCC1 (stereo unspecified)	-2	1	i	i	-3	i	i	-0.4	i	i	-24
CCN1CCCC1Cn1cnc2c([nH]c3cccc(Cl)c32)c1=O (stereo unspecified)	-18	-4	i	i	-4	i	i	-0.2	i	i	-17
CCOC(=O)N1CCN(C(=O)c2ccc(NS(=O)(=O)c3ccc4[nH]c(=O)[nH]c4c3)cc2)CC1	-9	10	i	i	x	i	i	-0.4	i	i	x
Cc1cccc(NC2SC(=O)N(CC(=O)O)C2=O)c1 (stereo unspecified)	10	-10	i	i	-3	i	i	0.3	i	i	-15
CCC(=O)c1ccc(OCC(=O)N2CCCC2)c(OC)c1	-9	-4	i	i	-5	i	i	-0.1	i	i	-30
Cc1c(C(=O)NCC2CCCO2)cccc1[N+](=O)[O-] (stereo unspecified)	16	-2	i	i	3	i	i	-0.3	i	i	-8
COc1cccc(N2CCN(C(=O)c3ccc(CS(=O)Cc4ccc(C)cc4)o3)CC2)c1 (stereo unspecified)	14	-2	i	i	-6	i	i	0.3	i	i	1
Cc1nc2n(COCCO)cnn2c(=O)c1Br	5	0	i	i	-7	i	i	0.1	i	i	-14

3 compounds out of the list, ordered by molar mass, ascending:
SMILES	aSyn 5UTR inh	SKKanGAS inh	TRPC4 potent	TRPC4 block	IEC-6 tox	MrgX1 antagonist	TRPC6 activator	HIF act	TRPC6 inh	TRPC4 agonist	KLF5 inhibitor
CC(C)CNC(=O)COc1ncnc2ccccc12	4	0	i	i	-5	i	i	0.4	i	i	-12
CCC(=O)c1ccc(OCC(=O)N2CCCC2)c(OC)c1	-9	-4	i	i	-5	i	i	-0.1	i	i	-30
CN(C(=O)COc1ncnc2c1cnn2-c1ccccc1)C1CCCCC1	-24	-3	i	i	-4	i	i	0.3	i	i	-9

New compounds follow.
SMILES	aSyn 5UTR inh	SKKanGAS inh	TRPC4 potent	TRPC4 block	IEC-6 tox	MrgX1 antagonist	TRPC6 activator	HIF act	TRPC6 inh	TRPC4 agonist	KLF5 inhibitor
O=C1OC(Nc2nc(-c3ccc(F)cc3)cs2)c2ccccc21 (stereo unspecified)	-1	0	i	i	18	i	i	-38	i	i	5
CS(=O)(=O)N(CCc1ccccc1)CC(=O)N1CCCCC1	-2	-14	i	i	2	i	i	0.0	i	i	-9
Cc1noc(NS(=O)(=O)c2ccc(N/C=C\C(=O)c3ccc(F)cc3)cc2)c1C	-18	4	i	i	4	i	i	0.9	i	i	-18
O=c1[nH]c(/C=C/c2cccc([N+](=O)[O-])c2)c([N+](=O)[O-])c(=O)[nH]1	4	-1	i	i	-5	i	i	-3.2	i	i	-60
CCC(C(=O)NC1CCN(C)CC1)c1ccccc1 (stereo unspecified)	-4	-8	i	i	-4	i	i	-0.1	i	i	-5
O=C(O)C1Cc2ccccc2CN1S(=O)(=O)c1ccc2ccccc2c1 (stereo unspecified)	2	4	i	i	0	i	i	-1.1	i	i	-11
Cc1ccccc1/C=N/N1C(=O)CSC1=S	-17	4	i	i	-4	i	i	0.6	i	i	-22
COc1ccc(C2=CSC3=NNC4(CCCCC4)NN23)cc1	-57	4	i	i	-1	i	i	3.6	i	i	-41
Cc1c(C(=O)O)c2cc(O)ccc2n1-c1ccccc1	13	1	i	i	4	i	i	0.1	i	i	-19
O=C(NC1CC(=O)N(c2ccc(F)cc2)C1)N1CCN(C(=O)c2ccco2)CC1 (stereo unspecified)	10	-5	i	i	x	i	i	-13	i	i	x
CCOC(=O)N=S(=O)(Oc1ccc([N+](=O)[O-])cc1)c1ccccc1 (stereo unspecified)	-15	3	i	i	-1	i	i	-0.4	i	i	-24
CCS(=O)(=O)Nc1cccc(C2=NN(S(C)(=O)=O)C(c3cccs3)C2)c1 (stereo unspecified)	-19	4	i	i	0	i	i	0.5	i	i	-2
COc1ccc(-c2oc3ccc(-c4ccc5c(c4)OCO5)cc3c2C#CC2(O)CCCCC2)cc1	7	32	i	i	x	i	i	-2.9	i	i	x
O=C(CNc1cccc(Cl)c1)NNC(=S)NCc1ccccc1	14	-2	i	i	5	i	i	0.6	i	i	2
Cc1ccc(C2/C(=C(\O)c3ccc4c(c3)OCCO4)C(=O)C(=O)N2CC2CCCO2)cc1 (stereo unspecified)	x	x	i	i	10	i	i	x	i	i	-16
CCOC(=O)Cn1c(=NC(=O)CSC(C)=O)sc2cc(F)ccc21	10	-1	i	i	-5	i	i	0.0	i	i	-13
COc1cc(C(C(=O)NC2CCCC2)N(C(=O)c2ccco2)c2ccccc2C(C)=O)cc(OC)c1OC (stereo unspecified)	-10	-9	i	i	5	i	i	-0.1	i	i	1
O=C(c1cc([N+](=O)[O-])cc([N+](=O)[O-])c1)N1CCCc2ccccc21	0	3	i	i	6	i	i	0.0	i	i	-2

Among those listed so far, 4 contain bromine.
SMILES	aSyn 5UTR inh	SKKanGAS inh	TRPC4 potent	TRPC4 block	IEC-6 tox	MrgX1 antagonist	TRPC6 activator	HIF act	TRPC6 inh	TRPC4 agonist	KLF5 inhibitor
COc1ccc(/C=N\NC(=O)C2CCCC2)cc1Br	-95	2	i	i	1	i	i	0.8	i	i	-33
Cc1ccc(C(=O)N[C@@H](C)CN2C3=NC[C@H](C)N3C[C@H]2Cc2ccc(O)cc2)cc1Br	1	-3	i	i	x	x	i	-1.0	i	i	x
S=c1[nH]nc(-c2ccc(Br)cc2)n1Cc1ccco1	15	-5	i	i	0	i	i	-0.4	i	i	1
Cc1nc2n(COCCO)cnn2c(=O)c1Br	5	0	i	i	-7	i	i	0.1	i	i	-14
